TRPC4 PAM = positive allosteric modulators of TRPC4, primary screen, cell-based, mouse TRPC4beta, HEK293 mu-opioid, Fluo-4 calcium. Short transient receptor potential channel 4 (Mus musculus), Q9QUQ5. AID 2227, 2009. B-score at 10 µM. hit rate 0.42% among 310,000. DAMGO EC20, Fluo-4 Ca2+ flux; stronger effect = higher value;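 active means B-score of calcium response area above 5 SD of library B-scores, with initial fluorescence ratio within 5 SD of library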;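 further: B-score of integrated fluorescence ratio over time as area under calcium response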
KCNK9 inh = KCNK9 potassium channel inhibitors, primary screen, HEK293 cells, thallium flux; Potassium channel subfamily K member 9 (Homo sapiens), Q9NPC2; FluxOR thallium flux fluorescence; stronger effect = lower value; B-score at 10 µM; hit rate 1.2% among 310,000; AID 488922, 2010;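 active means ratio B-score over 3 SD below the library mean, with starting fluorescence within 5 SD of its mean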;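 further: negative B-score means less thallium flux so channel inhibition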
KCNK3 inh = human KCNK3 channel inhibitors, primary screen, CHO cells, FluxOR thallium flux, B-score | FluxOR fluorescence; stronger effect = lower value | B-score at 10 µM | AID 602410, 2012 | Potassium channel subfamily K member 3 (Homo sapiens), O14649 | hit rate 0.84% among 340,000;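 active means B-score under library mean minus 4 SD, starting fluorescence ratio at most library mean plus 5 SD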;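 further: more negative B-score means stronger inhibition of thallium flux through KCNK3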
Target sequence (O14649 whole entry, looked up): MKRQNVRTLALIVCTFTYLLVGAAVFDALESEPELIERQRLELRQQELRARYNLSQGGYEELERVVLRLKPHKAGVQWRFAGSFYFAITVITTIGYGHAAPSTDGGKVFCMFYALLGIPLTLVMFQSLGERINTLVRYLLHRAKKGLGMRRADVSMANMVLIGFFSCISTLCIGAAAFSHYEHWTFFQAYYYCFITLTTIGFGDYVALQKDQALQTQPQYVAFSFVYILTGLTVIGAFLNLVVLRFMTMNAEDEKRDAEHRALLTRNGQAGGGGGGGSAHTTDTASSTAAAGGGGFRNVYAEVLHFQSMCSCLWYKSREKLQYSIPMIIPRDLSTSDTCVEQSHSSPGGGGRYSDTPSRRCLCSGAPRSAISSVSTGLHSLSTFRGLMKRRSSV
hERG protect = hERG rescue from dofetilide block, primary screen, cell-based, CHO-hERG, FluxOR thallium flux, dofetilide IC70 | dofetilide IC70 present | AID 1511, 2009 | hit rate 0.51% among 310,000 | activation (rescue from dofetilide block), less the hit threshold, % at 10 µM;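 active means activation above the mean of controls blocked by dofetilide plus 5 SD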;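 further: thallium influx through hERG after potassium depolarization seen as dye fluorescence rise; in these data hits start at about 4.7%; inactives centre near -7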
TMEM16A act = TMEM16A chloride channel activators or potentiators, primary screen, cell-based, HTS; HEK293 TMEM16A/YFP-H148Q/I152L, iodide quench fluorescence; stronger effect = lower value; B-score at 10 µM; hit rate 0.3% among 340,000; AID 623877, 2012;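 active means fluorescence-ratio B-score plate-corrected deviation score at least 3 library SD below zero, with starting fluorescence score within 5 deviations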;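 further: channel opened by trigger with iodide after compound preincubation; score built on the fluorescence ratio of max minus min over baseline; more negative score means more quench and so TMEM16A activation or potentiation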
KCNQ1 inh = inhibitors of human KCNQ1 channel, primary screen, cell-based, thallium flux, high-throughput. CHO-K1 KCNQ1, FluxOR thallium flux fluorescence; stronger effect = higher value. B-score at 10 µM. Potassium voltage-gated channel subfamily KQT member 1 (Homo sapiens), P51787. AID 2642, 2010. hit rate 1.3% among 310,000;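 active means compounds whose thallium flux B-score, printed positive for inhibition, exceeds three library SD while starting fluorescence stays within three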;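 further: channel opened by potassium depolarization with thallium stimulus after 20 min compound exposure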
Target sequence (P51787 whole entry, looked up): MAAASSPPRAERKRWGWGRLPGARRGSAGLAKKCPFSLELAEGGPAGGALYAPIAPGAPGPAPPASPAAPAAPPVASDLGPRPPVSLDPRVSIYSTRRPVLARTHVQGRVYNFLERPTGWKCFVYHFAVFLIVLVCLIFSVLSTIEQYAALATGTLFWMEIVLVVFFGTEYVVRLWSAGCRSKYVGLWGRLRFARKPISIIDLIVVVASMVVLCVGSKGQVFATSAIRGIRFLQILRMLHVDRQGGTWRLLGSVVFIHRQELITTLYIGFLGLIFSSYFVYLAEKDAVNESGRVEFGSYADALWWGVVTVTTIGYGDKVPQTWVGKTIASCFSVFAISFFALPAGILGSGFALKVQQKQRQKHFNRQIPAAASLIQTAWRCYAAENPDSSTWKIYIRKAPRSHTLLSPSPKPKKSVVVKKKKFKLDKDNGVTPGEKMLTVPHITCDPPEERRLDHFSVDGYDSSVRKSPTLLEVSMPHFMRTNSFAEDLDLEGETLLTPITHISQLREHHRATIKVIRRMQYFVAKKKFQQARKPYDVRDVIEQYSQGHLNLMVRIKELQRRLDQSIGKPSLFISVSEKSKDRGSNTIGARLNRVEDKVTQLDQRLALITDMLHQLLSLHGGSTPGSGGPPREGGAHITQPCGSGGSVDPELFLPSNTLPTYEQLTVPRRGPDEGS
TMEM16A inh = TMEM16A chloride channel inhibitors, primary screen, cell-based, HTS. AID 588511, 2011. normalized B-score (activity score, 25-100; higher = stronger inhibition) at 10 µM. HEK293 TMEM16A/YFP iodide influx fluorescence, ionomycin. hit rate 1.2% among 310,000. Anoctamin-1 (Mus musculus), Q8BHY3;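 active means ratio plate-corrected score three or more library SD toward inhibition, starting fluorescence score within five deviations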;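 further: score derived from kinetic fluorescence span divided by baseline fluorescence per well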
KCNQ1 pot = potentiators or activators of KCNQ1 channel, primary screen, cell-based, thallium flux, high-throughput; AID 2648, 2010; B-score at 10 µM; CHO-K1 KCNQ1, thallium flux FluxOR fluorescence; stronger effect = higher value; Potassium voltage-gated channel subfamily KQT member 1 (Homo sapiens), P51787; hit rate 0.35% among 310,000;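 active means fluorescence ratio B-score, a plate-corrected score, at least three library SD, with initial intensity B-score within 5 SD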
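Doses: Single concentration per compound, DMSO matched to controls | Test system: KCNQ1-transfected CHO-K1 cells | Timing: 90 min dye loading and 20 min compound exposure, both at room temperature | Measured by: Kinetic FluxOR thallium fluorescence, 10-s 1-Hz baseline, 110-s post-stimulus read | Medium: Assay buffer with matched DMSO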
TRPC4 agonist = activators of mouse TRPC4 channel, primary screen, Fluo4 calcium, HEK293 TRPC4beta/mu-opioid cells | Short transient receptor potential channel 4 (Mus musculus), Q9QUQ5 | Fluo4 calcium fluorescence; stronger effect = higher value | B-score at 10 µM | hit rate 0.49% among 310,000 | AID 2237, 2010;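 active means B-score above 5 SD of library B-scores, and initial fluorescence ratio not above library mean plus 5 SD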;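 further: positive B-score marks a calcium rise read as TRPC4 activation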
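Assay system: HEK293 stable line with TRPC4beta plus mu-opioid receptor. Times: dye 45 min RT, read 110 s. Measured by: kinetic Fluo4 calcium fluorescence. Measure: B score of integrated ratio. Controls: assay buffer as low control, maximal DAMGO as high control.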
HDAC3 inh = HDAC3 deacetylase inhibitors, primary screen, biochemical, fluorescence, cell-free homogeneous. Histone deacetylase 3 (Homo sapiens), O15379. recombinant HDAC3, fluorogenic peptide/trypsin coupled. inhibition, % at 8.3 µM. hit rate 0.15% among 320,000; in the data active means inhibition above about 26%, passing the limit was not always enough
Dyrk1A ADPGlo = rat Dyrk1A kinase inhibitors, primary screen, biochemical, single point, plate reader; ADP-Glo luminescence, NFATc1 peptide; hit rate 0.43% among 310,000; inhibition, % at 12.5 µM; AID 504441, 2011; in the data active means inhibition above about 50%;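 further: plate controls were vehicle with enzyme for no effect and no enzyme for full effect; many of its hits are not listed in these tables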
An asterisk follows results filed as active; i = inactive; . = no result given. Only part of the results is shown, so the mix of outcomes need not match the whole.

Start of the listing, in advance:
SMILES | TRPC4 PAM | KCNK9 inh | KCNK3 inh | hERG protect | TMEM16A act | KCNQ1 inh | TMEM16A inh | KCNQ1 pot | TRPC4 agonist | HDAC3 inh | Dyrk1A ADPGlo
O=C(N1CCOCC1)N1c2ccccc2Sc2ccccc21 | i | i | i | -1 | i | i | i | i | i | -1 | 6
COc1ccc(C)cc1NC(=O)COC(=O)c1ccc([N+](=O)[O-])o1 | i | i | i | -17 | i | i | i | i | i | 1 | -4
CCS(=O)(=O)N1CCN(c2ncnc3sc(C)c(C)c23)CC1 | i | i | i | -2 | i | i | i | i | i | -2 | 3

This part in full, previewed entries included:
SMILES | TRPC4 PAM | KCNK9 inh | KCNK3 inh | hERG protect | TMEM16A act | KCNQ1 inh | TMEM16A inh | KCNQ1 pot | TRPC4 agonist | HDAC3 inh | Dyrk1A ADPGlo
O=C(N1CCOCC1)N1c2ccccc2Sc2ccccc21 | i | i | i | -1 | i | i | i | i | i | -1 | 6
COc1ccc(C)cc1NC(=O)COC(=O)c1ccc([N+](=O)[O-])o1 | i | i | i | -17 | i | i | i | i | i | 1 | -4
CCS(=O)(=O)N1CCN(c2ncnc3sc(C)c(C)c23)CC1 | i | i | i | -2 | i | i | i | i | i | -2 | 3
CC(C)(C)c1nnc(NC(=O)Cc2ccc(Br)cc2)s1 | i | i | i | -3 | i | i | i | i | i | -4 | -3
O=C(NCC1CCOCC1)c1ccc(OC2CCN(Cc3ccccn3)CC2)cc1 | i | i | i | -7 | i | i | i | i | i | -1 | -45
O=C(Nc1nccs1)c1ccc(-c2ccccc2Cl)o1 | i | i | i | -3 | i | i | i | i | i | 0 | .
CC1CCCN(C(=O)CSc2ncccn2)C1 (stereo not drawn) | i | i | i | -7 | i | i | i | i | i | 8 | -3
CC1CCC2(CC1)NC(=O)c1ccccc1O2 (stereo not drawn) | i | i | i | -13 | i | i | i | i | i | -4 | 4
CC(C)c1ccc(OCC(=O)Nc2ccc3oc(=O)ccc3c2)cc1 | i | i | i | -8 | i | i | i | i | i | -18 | 10
CC1CC(C)CN(S(=O)(=O)N2CCCC(C(=O)NCc3ccccc3Cl)C2)C1 (stereo not drawn) | i | i | i | -2 | i | i | i | i | i | -1 | -4
CCCc1[nH]nc2c1C(CCC)C(C#N)=C(N)O2 (stereo not drawn) | i | i | i | -7 | i | i | i | i | i | -1 | 0
Cc1ccc(OCc2ccc([N+](=O)[O-])cc2)c([N+](=O)[O-])n1 | i | i | i | -8 | i | i | i | i | i | 8 | .
Cc1nc([N+](=O)[O-])c(SCC(N)=O)n1Cc1ccccc1 | i | i | i | -4 | i | i | i | i | i | 2 | -5
CCCCN(C)S(=O)(=O)c1ccc(C(=O)Nc2nnc(-c3cccs3)o2)cc1 | i | i | . | -5 | . | i | i | i | i | -7 | .
O=C(NCCCN1CCCC1=O)c1ccc2c(=O)n(Cc3ccco3)c(=S)[nH]c2c1 | i | i | i | -10 | i | i | i | i | i | -2 | -3
CC(C)(C)C1CCc2c(sc3nc(SCC(N)=O)nc(N)c23)C1 (stereo not drawn) | i | i | i | -6 | i | i | i | i | i | 19 | 1
Cc1ccc(NC(=O)CNc2cccc(S(=O)(=O)N3CCCC3)c2)cc1F | i | i | i | -13 | i | i | 25* | i | i | 3 | -3
Nc1ccc(CCS(N)(=O)=O)cc1 | i | i | i | -8 | i | i | 25* | i | i | -1 | -5
CCOc1ccc(-n2c(-c3ccco3)nc3c(cnn3-c3ccc(C)cc3)c2=O)cc1 | i | i | i | -7 | i | i | i | i | i | -3 | -1
CCCCn1c(N)c(N(CC)C(=O)c2ccccc2F)c(=O)[nH]c1=O | i | i | i | -2 | i | i | i | i | i | -1 | -9
CCOc1ccc(NC(=O)CCC(=O)O)cc1 | i | i | i | -5 | i | i | i | i | i | 1 | 1
CC(OC(=O)CN1C(=O)C2CCCCC2C1=O)C(=O)Nc1ncc(Cl)cc1Cl (stereo not drawn) | i | i | i | -4 | i | i | i | i | i | 2 | 14
CCOC(=O)N1CCN(c2ncnc3scc(-c4ccc(Cl)cc4)c23)CC1 | i | i | i | -4 | i | i | i | i | i | 8 | 5
CN(CC(=O)Nc1ccccc1Br)C(=O)c1ccccc1-c1nc2ccccc2s1 | i | i | i | -19 | i | i | i | i | i | -1 | .
CC(C)Cn1c2c(c(=O)[nH]c1=O)C(NS(=O)(=O)c1ccc(Cl)cc1)(C(F)(F)F)C(=O)N2 (stereo not drawn) | i | i | i | -8 | i | i | i | i | i | 4 | 0
CCOCCCN(C(=O)CNC(=O)c1ccco1)C(C(=O)NC1CCCC1)c1ccccc1C (stereo not drawn) | i | i | i | -8 | i | i | i | i | i | 4 | 20
COc1ccc(N/C(=C/[N+](=O)[O-])SC)cc1 | i | i | i | -7 | i | i | i | i | i | 9 | -3
CCC1(C)NC(C(=O)O)Cc2c1[nH]c1ccccc21 (stereo not drawn) | i | i | i | -6 | i | i | i | i | i | 6 | 35
CN1CCN(c2nc(-c3ccc(Cl)cc3Cl)nc3ccccc23)CC1 | i | i | i | -10 | i | i | i | i | i | 8 | 12
Cc1ccc(C)c(NC(=O)CSc2nnc(-c3ccncc3)o2)c1 | i | i | i | -7 | i | i | i | i | i | -11 | .
CS(=O)(=O)N(CC(=O)NC1CC2CCC1C2)c1cccc(C(F)(F)F)c1 (stereo not drawn) | i | i | i | -5 | i | i | i | i | i | 3 | -4
Nc1scc2c(C(=O)N/N=C/c3ccc(Cl)cc3)nn(-c3ccccc3)c(=O)c12 | i | i | i | -34 | i | i | i | i | i | 3 | -6
CC(C)CCN1CCN(Cc2cccc(-n3cccn3)c2)CC1CCO (stereo not drawn) | i | i | i | -10 | i | i | i | i | i | 0 | 13
Cc1ccc(-c2cc(C(=O)Nc3ccc(S(=O)(=O)Nc4nccs4)cc3)c3ccccc3n2)c(C)c1 | i | i | i | -10 | i | i | i | i | i | -1 | 5
CCOc1ccc(C2CC(c3cccc(C)c3)n3ncnc3N2)cc1 (stereo not drawn) | i | i | i | -8 | i | i | i | i | i | 0 | 10
O=C(Nc1ccc(N2CCCCC2)cc1)c1cc(S(=O)(=O)N2CCOCC2)ccc1F | i | i | i | -8 | i | i | i | i | i | -1 | .
C=CCOc1ccc(CN(C)CC(=O)Nc2ccc3c(c2)CCC3)cc1 | i | i | i | -15 | i | i | i | i | i | 12 | 0
CCN(C(=O)COC(=O)c1nc(Cl)ccc1Cl)C1CCS(=O)(=O)C1 (stereo not drawn) | i | i | i | -12 | i | i | i | i | i | 3 | -4
CN(C)C(CNC(=O)Cc1cccc(C(F)(F)F)c1)c1ccco1 (stereo not drawn) | i | i | i | -11 | i | i | i | i | 90* | 2 | -4
COc1cccc(-n2nnc3c(=O)n(CC(=O)OCc4ccccc4)cnc32)c1 | i | i | i | -5 | i | i | i | i | i | 1 | 12
O=C(CN1C(=O)C(=O)c2ccccc21)c1ccccc1 | i | i | i | -4 | i | i | i | i | i | 10 | -1
Cc1ccc(OCCn2c(Br)nc3c2c(=O)n(C)c(=O)n3C)cc1 | i | i | i | -6 | i | i | i | i | i | -1 | 6
COc1ccc(NC(=O)CSc2nnc(-c3cccc(O)c3)o2)cc1 | i | i | i | -4 | i | i | i | i | i | 9 | 3
COc1cccc(NC(=S)N(CCc2c(C)[nH]c3ccccc23)Cc2cccs2)c1 | . | . | -9.2* | . | i | . | i | . | . | 7 | 18
Cc1cccc(NCC(=O)N/N=C/c2ccc(Br)cc2)c1 | i | i | i | -18 | i | i | i | i | i | 3 | 6
Cc1cccc(OCc2nnc(NC(=O)Cc3cccs3)s2)c1 | i | i | i | -13 | i | i | i | i | i | 0 | 1
CC(C)C(=O)Nc1cccc(-c2nc3ncccc3o2)c1 | i | i | i | -9 | i | i | i | i | i | -16 | 11
CC1=Nc2cccc3cccc(c23)N1 | i | i | i | -11 | i | i | i | i | i | 12 | 2
COC(=O)c1ccc(=O)n(Cc2ccco2)c1 | i | i | i | -1 | i | i | i | i | i | 2 | -7
N#Cc1c(-c2ccccc2)ccn(Cc2ccccc2Cl)c1=O | i | i | i | -5 | i | i | i | i | i | 3 | 8
Cc1cc(NC(=O)c2cc(-c3ccco3)on2)no1 | i | i | i | -12 | i | i | i | i | i | 1 | 5
Cc1ccn2c(C(=O)c3ccc(Cl)cc3)cnc2c1 | i | i | i | -13 | i | i | i | i | i | -2 | 4
COc1ccccc1C(=O)NCCC(=O)NC1CCCC(C)C1C (stereo not drawn) | i | i | i | -4 | i | i | i | i | i | 4 | 4
Cc1nc(SCc2ccc(C(=O)O)cc2)nc2c1CCCC2 | i | i | i | -6 | i | i | i | i | i | 9 | -1
CCN1CCN(c2ccc(S(=O)(=O)N3CCOCC3)cc2NC(=O)/C=C/c2ccc(C)cc2)CC1 | i | i | i | -12 | i | i | i | i | i | 4 | -3
COc1ccc(-n2nc3c(N4CCC(C(=O)N5CCC(C)CC5)CC4)nnc(C)c3c2C)cc1 | i | i | i | -22 | i | i | i | i | i | -1 | 3
CCn1nc(C)c(CN2CCCC(CO)(Cc3ccccc3)C2)c1C (stereo not drawn) | i | i | i | -4 | i | i | i | i | i | 6 | -3
O=C(NC1CCN(Cc2ccc(F)cc2)CC1)c1ccccc1 | i | i | i | -3 | i | i | i | i | i | -1 | 0
Cc1sc(NC(=O)/C=C/c2ccco2)c(C(=O)O)c1C | i | i | i | -12 | i | i | i | i | i | 7 | 0

Screening data deposited in PubChem by several laboratories.
